GCN5L2 inh: qHTS Assay for Inhibitors of GCN5L2; AID 504327, 2011; GCN5L2 HAT assay, ThioGlo1 CoA-SH fluorescence; Histone acetyltransferase KAT2A (Homo sapiens), Q92830; Potency, µM (highest dose often 58.9 µM), without a hit: at the top dose activity change, negative = inhibition, actives largely listed as inhibitors; 0.21% of 390,000 active
Target sequence (Q92830 whole entry, looked up): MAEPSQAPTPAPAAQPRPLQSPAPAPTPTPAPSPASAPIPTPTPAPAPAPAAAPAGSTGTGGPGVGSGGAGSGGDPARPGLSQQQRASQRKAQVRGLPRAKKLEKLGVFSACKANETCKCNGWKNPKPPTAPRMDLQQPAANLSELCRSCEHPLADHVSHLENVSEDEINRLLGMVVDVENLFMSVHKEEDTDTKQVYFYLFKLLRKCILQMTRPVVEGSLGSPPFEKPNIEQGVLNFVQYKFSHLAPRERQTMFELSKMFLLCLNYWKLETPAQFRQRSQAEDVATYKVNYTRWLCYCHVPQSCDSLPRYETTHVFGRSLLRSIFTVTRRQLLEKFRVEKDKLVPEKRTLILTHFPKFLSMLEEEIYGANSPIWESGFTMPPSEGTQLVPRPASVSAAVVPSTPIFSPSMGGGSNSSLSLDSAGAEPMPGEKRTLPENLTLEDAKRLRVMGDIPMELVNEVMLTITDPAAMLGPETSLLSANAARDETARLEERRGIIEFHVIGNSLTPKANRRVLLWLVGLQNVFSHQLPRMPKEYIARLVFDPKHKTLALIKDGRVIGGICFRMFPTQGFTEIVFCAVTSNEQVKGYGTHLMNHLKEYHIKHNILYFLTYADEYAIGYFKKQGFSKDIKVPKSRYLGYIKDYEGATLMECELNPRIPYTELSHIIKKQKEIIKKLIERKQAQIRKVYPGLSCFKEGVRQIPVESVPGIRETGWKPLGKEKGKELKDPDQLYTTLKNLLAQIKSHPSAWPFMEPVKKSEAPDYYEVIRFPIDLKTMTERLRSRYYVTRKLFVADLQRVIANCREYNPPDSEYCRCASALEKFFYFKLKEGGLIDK
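Compounds, pin-transferred from DMSO stocks, meet 20nM GCN5L2 for 15 min before the reaction begins with H3(1-25) peptide (75uM) and acetyl-CoA (70uM). Thiol-reactive ThioGlo1 reports CoA release over 20 min at room temperature.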
TDP1 cell CPT: qHTS for Inhibitors of human tyrosyl-DNA phosphodiesterase 1 (TDP1): qHTS in cells in presence of CPT | chicken DT40 Tdp1-/-;hTDP1 cells + 20 nM CPT, ATP luminescence, 48 h | Potency, µM (top dose mostly 46.2 µM), inactives show at the highest dose activity change, negative = growth inhibition, usual class: inhibitors | 12% of 420,000 active | AID 686979, 2013; note: nearly all actives have a fitted effect of over 55% in size
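Chicken DT40 Tdp1-/- cells complemented with human TDP1, 400 cells/well, exposed to compounds plus 20 nM camptothecin for at least 48 h at 37 C; viability read as ATP content by CellTiter-Glo luminescence.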
DT40 TDP1 no CPT: qHTS for Inhibitors of human tyrosyl-DNA phosphodiesterase 1 (TDP1): qHTS in cells in absence of CPT; 15% of 420,000 active; Potency, µM (series often up to 46.2 µM), for the others: at the top dose activity change, negative = growth inhibition, actives largely listed as inhibitors; DT40 Tdp1-/- hTDP1 cells, no CPT, ATP luminescence, 48 h; note: nearly all actives have a fitted effect of over 55% in size
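Camptothecin absent (DMSO only). Human TDP1-complemented DT40 knockout cells, 400 cells/well, 37 °C for minimum 48 hr; ATP measured via CellTiter-Glo, 30 min dark incubation, luminescence.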
* marks the source's active call; other numbers are inactive results; ? = inconclusive; / = not tested or not shown; & = joins results of further samples; [ ] = another dose, or the depositor's remark. Calls come from the whole dose curve; as a rule, active = well fitted curve in the direction sought with a large enough effect; inconclusive = small, poorly fitted or top-dose-only effect, or another doubt; inactive = no such curve, though single readings can be large; an effect the other way counts as inactive or inconclusive. % is set by controls: 0 for no effect and ±100 for the full control effect; potency is the fitted concentration of half-maximal effect.

Compound	TDP1 cell CPT	GCN5L2 inh	DT40 TDP1 no CPT
O=C(c1cccs1)N1C[C@@H](O)[C@H](n2cc(-c3ccc(F)cc3)nn2)C[C@@H]1c1ccc(Cl)cc1	?	/	23µM*
Cc1ccc(NC(=O)C(C)OC(=O)COc2cccc(C(F)(F)F)c2)cc1 (centres undefined)	-10%	-8%	2%
N#Cc1ccc(Oc2nc(C(N)=O)cc(-c3ccccc3)n2)cc1	-11%	-5%	?
CSc1ccccc1C(=O)NC(C)c1ccc(-n2ccnc2)cc1 (centres undefined)	-24%	-5%	-1%
Cc1cccc(N2CCN(C(=O)Cn3ncc4c5ccccc5n(C)c4c3=O)CC2)c1C	-14%	-2%	-12%
CCOc1ccc(OCCC(=O)OCC(=O)c2c(N)n(C)c(=O)n(C)c2=O)cc1	-9%	-13%	-27%
Cc1nnc(SCC(=O)N2CCCC(N3CCN(c4ccc(F)cc4)CC3)C2)o1 (centres undefined)	3%	-1%	-3%
Cc1cc(C)nc(SCCn2c(N3CCOCC3)nc3c2c(=O)[nH]c(=O)n3C)n1	-6%	-3%	7%
CC(=O)Nc1sc(C)c(C)c1C(=O)OCC(=O)N(C)C1CCS(=O)(=O)C1 (centres undefined)	0%	-6%	-10%
CCN(CCS(=O)(=O)c1ccc(Cl)cc1)C(=O)Nc1ccc(Cl)cc1	-15%	-3%	-25%
Cc1c(CC(=O)NCC(=O)O)c(=O)oc2cc3occ(-c4ccccc4)c3cc12	16%	-4%	-8%
COc1ccc(CN2CC(C(=O)NCCCN3CCN(Cc4ccccc4)CC3)CC2=O)cc1 (centres undefined)	-13%	0%	-4%
CCOC(=O)CCCNC(=O)COC(=O)c1cc(Br)c(Br)s1	-16%	16%	-23%
N#Cc1ccc(S(=O)(=O)NC2CCN(Cc3ccccc3)CC2)cc1	-24%	-2%	-30%
Cc1nnc(SC(C)C(=O)Nc2ccc(Cl)cc2Cl)[nH]c1=O (centres undefined)	-12%	0%	9%
CN(C)c1ccc(/C=C2\C=Nc3ccccc32)cc1	?	/	?
O=c1sc2ccccc2n1COc1ccc(Cl)cc1	-17%	-9%	?
NNc1nc(N)c2c(n1)-c1ccccc1CC21CCCC1	10µM*	-6%	16µM*
CCN(CC)C1CCN(C(=O)c2cc(COc3ccc(-n4cncn4)cc3)on2)C1 (centres undefined)	0%	1%	2%
CC(Sc1nc(C(C)(C)C)cc(-c2ccccc2)c1C#N)C(=O)Nc1ccccc1 (centres undefined)	?	-10%	29µM*
O=c1c2ccccc2nc(-c2ccccc2)n1CCN1CCOCC1	-18%	0%	-1%
O=C1Nc2ccccc2C12OCC1(CO2)COC2(OC1)C(=O)Nc1ccccc12 (centres undefined)	-22%	3%	-29%
Clc1ccc(C2[C@H]3CN(CC4CCCCC4)[C@H](c4ccccc4)C34CC2(c2cccnc2)C4)cn1 (some centres undefined)	?	-6%	?
COc1ccc(Br)c(C(=O)OCC(=O)NC2CCCCCC2)c1	?	-6%	12%
Cc1ccc(Nc2nnc(-c3ccc4c(c3)OCO4)o2)c(C)c1	?	18%	?
Cc1ccc(C(=O)Nc2cccc([N+](=O)[O-])c2)cc1S(=O)(=O)Nc1cccc(C(=O)O)c1	?	-18%	?
CCC(Sc1ncccc1C(=O)Oc1cccc([N+](=O)[O-])c1)C(=O)Nc1ccccc1OC (centres undefined)	-3%	-7%	-30%
Cc1ccsc1C(=O)NNC(=S)NCC(C)C	-22%	-6%	-19%
CSCCOC(=O)COc1ccc(/C=N/NC(=O)c2nn(C)cc2Cl)cc1	-19%	-1%	?
O=C(NCCC1=CCCCC1)c1cnccn1	-12%	1%	-24%

One compound at a time (already shown). Order of screens: TDP1 cell CPT, GCN5L2 inh, DT40 TDP1 no CPT
Entry for Cc1cc(C)nc(SCCn2c(N3CCOCC3)nc3c2c(=O)[nH]c(=O)n3C)n1 : -6%, -3%, 7%
Entry for CSc1ccccc1C(=O)NC(C)c1ccc(-n2ccnc2)cc1 (centres undefined) : -24%, -5%, -1%
Entry for CC(Sc1nc(C(C)(C)C)cc(-c2ccccc2)c1C#N)C(=O)Nc1ccccc1 (centres undefined) : ?, -10%, 29µM*

Remaining list, next part:
Compound	TDP1 cell CPT	GCN5L2 inh	DT40 TDP1 no CPT
Cc1c(-c2ccccc2)oc2c(C(=O)OCC(=O)Nc3ccc(C(N)=O)cc3)cccc2c1=O	?	0%	?
CN(C(=O)c1cc([N+](=O)[O-])ccc1NCc1cccnc1)c1ccccc1	-18%	-15%	-27%
CCC(Sc1nc(C)cc(C)n1)C(=O)NC1=NN=C(c2ccc(C)cc2)CS1 (centres undefined)	?	-6%	?
COc1cc(/C=N/NC(N)=O)ccc1OCC(=O)Nc1ccc(C)c(C)c1	-5%	-2%	7%
COc1ccc(/C=C/C(=O)NCCCN2CCOCC2)cc1	10%	-15%	-6%
COc1ccc2c(CNCCc3ccc(SC)cc3)c(C(=O)O)n(Cc3ccc(F)cc3)c2c1	16µM*	-11%	12µM*
Cc1ccccc1N(C(=O)CNC(=O)c1cccs1)C(C(=O)NC1CCCC1)c1ccncc1 (centres undefined)	1%	-1%	-5%
COC(=O)Cc1c(C)nc2nc(Cc3ccccc3)[nH]n2c1=O	?	3%	?
CC(Oc1ccccc1Cl)C(=O)Nc1ccc(S(=O)(=O)N2CCN(C)CC2)cc1 (centres undefined)	?	/	?
COC(=O)c1ccc(CSc2nc3c(cnn3-c3ccc(F)cc3)c(=O)[nH]2)o1	?	-9%	?
CN(CCC1CCCCO1)C(=O)c1cc(COc2ccc(F)cc2F)on1 (centres undefined)	?	-3%	?
CC(=O)N1CCCN(C(=O)c2cc(COc3c(F)cccc3F)on2)CC1	-10%	-1%	-15%
COC(=O)c1cc(C(=O)OC)n(Cc2ccc(C)cc2)c1C	-17%	-22%	-11%
COc1ccc(-c2nn3cnnc3s2)cc1OC	16%	-14%	-3%
C=CCOC(=O)C1=C(C)NC(SCC(=O)N(CC)CC)=C(C#N)C1c1ccco1 (centres undefined)	-11%&-28%	-14%	?
N#C/C(=C/c1ccc(OC(=O)c2ccc(Br)s2)cc1)c1nc2ccccc2[nH]1	?	/	23µM*
Cc1ccccc1NC(=O)Cc1nc(COC(=O)c2nccnc2N)cs1	-10%	/	-16%
NC(=O)c1ccccc1N=Cc1ccc2ccccc2c1	21µM*	-1%	16µM*
Cc1cc(C)nc(N/N=C/c2sccc2C)n1	?	-18%	?
O=C(Nc1ccc(S(=O)(=O)N2CCOCC2)cc1)c1ccccc1Br	-17%	-6%	?
O=C(COC(=O)Cn1cnc2ccccc21)NCCc1ccccc1	3%	0%	0%
CCC(=O)Nc1ccc2c(c1)nc(CN1CCCCC1)n2C	-9%	-1%	9%
C=C(C)CNC(=S)N1CCN(C(c2ccccc2)c2ccccc2)CC1	-13%	-7%	?
CCOC(=O)C(=CNc1ccc(C#N)cc1)C(=O)OCC	7%	-15%	4%
c1ccc(Oc2cc(-n3cncn3)ncn2)cc1	-7%	3%	-7%
CCc1nc2ccccc2nc1N1CCN(S(=O)(=O)c2ccc(Cl)cc2)CC1	-5%	-5%	?
NC(N)=N/N=C/c1ccc(Cl)cc1Cl	16µM*	0%	23µM*
Cc1ncc([N+](=O)[O-])n1CCOC(=O)NC(Nc1ccc(F)cc1)C(Cl)(Cl)Cl (centres undefined)	-22%	-12%	19%
Clc1ccc(-n2nnnc2-c2cnc3ccccc3c2-c2ccccc2)cc1	?	-17%	?
O=C(Nc1cc(S(=O)(=O)N2CCOCC2)ccc1N1CCCCC1)c1cc(-c2ccccn2)nc2ccccc12	?	-8%	?

Shown with each value named: entries from further up.
> O=C(Nc1cc(S(=O)(=O)N2CCOCC2)ccc1N1CCCCC1)c1cc(-c2ccccn2)nc2ccccc12
  TDP1 cell CPT = ?
  GCN5L2 inh = -8%
  DT40 TDP1 no CPT = ?

> O=C(Nc1ccc(S(=O)(=O)N2CCOCC2)cc1)c1ccccc1Br
  TDP1 cell CPT = -17%
  GCN5L2 inh = -6%
  DT40 TDP1 no CPT = ?

(continued)
Compound	TDP1 cell CPT	GCN5L2 inh	DT40 TDP1 no CPT
c1ccc(-c2cncnc2)cc1	-6%	?	2%
Cn1c(SCC(=O)NCc2ccc3c(c2)OCO3)ncc(C(=O)Nc2ccc(F)cc2)c1=O	?	-1%	?
O=C(N1CCOCC1)N(Cc1ccco1)CC1CCCO1 (centres undefined)	3%	-8%	-2%
CCCCCCCCCC[n+]1ccc(/C=C/c2c(C)[nH]c3ccccc23)cc1	0.56µM*	/	0.4µM*
O=C(NC(=S)Nc1cccc(S(=O)(=O)NC2=NCCC2)c1)c1cc(-c2ccco2)nc2ccccc12	4.6µM*	-11%	3.7µM*
CC(=O)c1cc2c(cc1NC(=O)CN1Cc3ccccc3C1=O)OCO2	-9%	-13%	5%
COc1ccc(CN(C(=O)c2snc(C(N)=O)c2N)C(C)C(=O)NCc2ccc(F)cc2)cc1 (centres undefined)	-23%	-9%	?
O=C(COC(=O)c1ccccc1Cl)Nc1ccc2[nH]c(=O)[nH]c2c1	-14%	-15%	7%
COc1ccc(NC(=O)Cc2nnc(SCC(=O)c3ccccc3)n2C)cc1	2%	-5%	-22%
COc1ccc(-c2nc3sc(CCNC(=O)c4cccc(C(F)(F)F)c4)c(C)n3n2)cc1	?	1%	?
COC(=O)CCS(=O)(=O)c1ccc(Cl)c(Cl)c1	-25%	7%	2%
NC(=O)C1=C[C@H](c2ccc(Br)cc2)C[C@H](OCc2ccc(CO)cc2)O1	13µM*	-10%	21µM*
O=C(O)c1c[nH]c(=S)n1-c1ccc(F)cc1	-8%	?	3%
Cc1cc2c(cc1S(=O)(=O)Nc1ccc(C(C)C)cc1)OCCN2C	?	-11%	16µM*
COc1cccc(-c2nn(-c3ccc(C)cc3)cc2C(=O)NCC2CCCO2)c1 (centres undefined)	?	-27%	?
O=C(CSc1nc(=O)n(CCCN2CCOCC2)c2c1CCCC2)Nc1ccc(F)c(F)c1	-24%	-2%	-32%
Cc1ccc(C(=O)NC2CCCCCCC2)cc1S(=O)(=O)N1CCOCC1	?	-12%	?
CC(C)CCOCC1CC2(CC(C)(c3csc(N)n3)OC2=O)C(=O)O1 (centres undefined)	-1%	39%[activator]	0%
CCc1ccc(NC(=O)C2CCN(c3nc(-c4ccc(OC)cc4)no3)CC2)cc1	0%	2%	-4%
CCC(NC(=O)CCc1nnc(-c2cc(C)on2)o1)C12CC3CC(CC(C3)C1)C2 (centres undefined)	21µM*	-2%	16µM*
Cc1ccc(NC(=O)c2cc(C(=O)c3cc(Cl)ccc3O)cn(-c3ccc(C)cc3)c2=O)cc1	18µM*	-8%	21µM*
CC(=O)N(/N=C1\Sc2ccccc2C1=O)c1ccccc1	?	-7%	?
Cc1c(-c2ccccc2)nc(N)c(C#N)c1-c1cccs1	2%	-4%	?
COC(C#CCCN(C)C)(c1ccccc1)c1ccccc1	-8%	20%	2%
CCOC(=O)CNC(=O)c1sc(NC(=O)c2ccccc2)nc1C	1%	-6%	-1%
C=CCNc1nc2ccccc2nc1NS(=O)(=O)c1ccc(Cl)cc1	?	-15%	?
CCCCCCCCC#Cc1nc(C)ccc1OC	?	-8%	?
CCn1c(=NC(=O)COc2ccccc2)sc2cccc(F)c21	?	0%	-27%
COc1ccc(N2CC(C(=O)N/N=C/c3ccc(C)cc3)CC2=O)cc1 (centres undefined)	1.3µM*	-8%	1.6µM*
COc1ccc(S(=O)(=O)N2CCCCC2c2cc(C(=O)NC(C)C)no2)cc1 (centres undefined)	-24%	/	-19%
CNC(=O)CN1C(=O)NC(Cc2c[nH]c3ccccc23)C1=O (centres undefined)	5%	-5%	-6%
COc1ccc(OC)c(Nc2ncnc3ccc(Br)cc23)c1	?	-16%	?
Cc1cccc(NC(=O)Cn2cnc3ccc(S(=O)(=O)N4CCC(C)CC4)cc3c2=O)n1	-9%	-1%	-8%

Screening results: PubChem BioAssay, National Center for Advancing Translational Sciences (NCATS)

This is a subset, so the mix of outcomes need not match the whole.
